Luc counter: counter-screen: inhibitors of Kinase-Glo firefly luciferase; Q27757; Kinase-Glo luciferase, ATP luminescence, 8 min; Potency, µM (series often up to 38.3 µM), inactives show at the top dose activity change, negative = inhibition, actives largely listed as inhibitors; 0.28% of 200,000 active; also: potency is read from the fitted curve at half-maximal effect; % is scaled to controls: 0 for no effect and ±100 for the full control effect; nearly all actives have a fitted effect of over 60% in size
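Substrate mix (final 50 mM imidazole pH 7.2, 50 mM KCl, 7 mM MgCl2, 10 uM ATP, 0.01% Tween 20, 0.05% BSA) plus pin-tool compound, then Kinase-Glo detection mix; 8 min ambient, luminescence read.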
IMPase Li inh: cell-permeable IMPase inhibitors with lithium potentiation; AID 1457; 0.35% of 210,000 active; CHO-M1 cells, IP1 TR-FRET (IP-One), carbachol + lithium; Potency, µM (series often up to 59.4 µM), for inactives: at the top dose activity, negative = IMPase inhibition, hits mostly inhibitors;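 also: IP1 builds up when IMPase is blocked and the TR-FRET signal falls; potency is read from the fitted curve at half-maximal effect; plate controls were basal vehicle for no effect and high inhibitor control for full effect; nearly all actives have a fitted effect of over 50% in size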
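IP1 accumulation measured by competitive TR-FRET in lysed CHO-M1 cells after 30 min compound exposure at 37C, with a small lithium addition to potentiate weak responses. Hill-equation AC50 from ratio and donor-channel data.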
NPSR antag: blocks cAMP signaling of the human neuropeptide S receptor | Q6W5P4 | CHO-NPSR cells, cAMP TR-FRET, antagonist mode | Potency, µM (highest dose often 38.3 µM), for inactives: at the top dose activity change, negative = inhibition, usual class: inhibitors | 1% of 220,000 active; also: potency is read from the fitted curve at half-maximal effect; % is scaled to controls: 0 for no effect and ±100 for the full control effect; nearly all actives have a fitted effect of over 50% in size; many of its hits are not listed in these tables
Target sequence (Q6W5P4 whole entry, looked up): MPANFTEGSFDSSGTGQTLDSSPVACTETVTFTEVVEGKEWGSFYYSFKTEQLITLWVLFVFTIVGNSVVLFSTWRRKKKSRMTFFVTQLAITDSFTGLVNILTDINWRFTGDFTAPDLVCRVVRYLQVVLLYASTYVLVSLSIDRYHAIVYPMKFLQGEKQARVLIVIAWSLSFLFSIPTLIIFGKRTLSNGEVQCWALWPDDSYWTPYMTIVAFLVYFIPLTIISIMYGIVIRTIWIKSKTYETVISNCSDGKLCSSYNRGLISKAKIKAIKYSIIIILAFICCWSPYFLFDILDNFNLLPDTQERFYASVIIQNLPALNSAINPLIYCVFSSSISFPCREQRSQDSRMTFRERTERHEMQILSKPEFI
CBFb RUNX1 block: blocks binding between human CBF-beta and RUNX1; Q01196+Q13951; 230,000 tested, under 10 active; AlphaScreen CBFb-His/RUNX1-biotin binding, biochemical; Potency, µM (top dose mostly 59.8 µM), inactives show at the highest dose activity, negative = inhibition, usual class: inhibitors; also: % of control where 0% means no effect
Target sequence (Q01196 whole entry, looked up): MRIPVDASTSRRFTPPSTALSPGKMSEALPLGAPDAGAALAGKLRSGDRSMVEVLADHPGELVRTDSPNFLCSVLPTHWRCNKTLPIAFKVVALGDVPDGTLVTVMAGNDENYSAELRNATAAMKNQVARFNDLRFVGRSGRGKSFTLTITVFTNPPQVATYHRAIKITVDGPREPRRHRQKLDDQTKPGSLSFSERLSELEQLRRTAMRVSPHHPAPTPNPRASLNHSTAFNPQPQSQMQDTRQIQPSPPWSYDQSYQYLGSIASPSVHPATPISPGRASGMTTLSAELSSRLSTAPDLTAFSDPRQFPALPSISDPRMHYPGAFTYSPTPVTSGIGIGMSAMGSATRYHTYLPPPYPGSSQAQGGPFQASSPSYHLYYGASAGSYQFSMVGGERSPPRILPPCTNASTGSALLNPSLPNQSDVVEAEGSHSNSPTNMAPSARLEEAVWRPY
Target sequence (Q13951 whole entry, looked up): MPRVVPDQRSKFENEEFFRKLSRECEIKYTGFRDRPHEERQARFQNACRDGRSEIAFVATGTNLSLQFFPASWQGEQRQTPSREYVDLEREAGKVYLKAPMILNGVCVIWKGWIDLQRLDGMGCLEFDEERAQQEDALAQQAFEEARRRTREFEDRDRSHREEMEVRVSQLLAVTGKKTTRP
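Room-temperature protein-protein interaction test with 30 nM each of His-tagged CBF-beta and biotinylated RUNX1, 15 min with compound, then 90 min with nickel plus streptavidin beads. Signal read in AlphaScreen mode.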
Epigenetic reg: derepresses silenced GFP reporter in murine cells; murine LDR cells, GFP reporter derepression, 30 h; Potency, µM (series often up to 53.9 µM), for the others: at the highest dose GFP activation, hits mostly activators; 0.2% of 280,000 active; also: potency is read from the fitted curve at half-maximal effect; % of control where 0% means no effect; nearly all actives have a fitted effect of over 60% in size
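In this reporter-derepression format, murine cells bearing a silenced integrated CMV-GFP locus incubate with test compound (30 h, 37 C), then are washed and imaged; fluorescent objects of 20–120 um count as induced cells.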
HTT aggregate: reduces HttQ103-GFP aggregates in PC12 cells | 1.1% of 220,000 active | Potency, µM (series often up to 46.1 µM), for inactives: top-dose activity change, negative = inhibition, hits mostly inhibitors | PC12 HttQ103-GFP aggregates, Acumen cytometry, 40 h | AID 1688; also: potency is read from the fitted curve at half-maximal effect; % is scaled to controls: 0 for no effect and ±100 for the full control effect; nearly all actives have a fitted effect of over 60% in size
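PC12 cells stably carrying ecdysone-inducible HTT exon 1 Q103–GFP were induced with tebufenozide (100 nM final) and treated with library compounds in titration. GFP aggregates in lysates were counted by laser scanning cytometry.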
L3MBTL1 block: L3MBTL1 (human) inhibition | Potency, µM (top dose mostly 57.1 µM), without a hit: top-dose activity, negative = inhibition, usual class: inhibitors | Q9Y468 | 0.66% of 230,000 active | AlphaScreen L3MBTL1–H3K9me1 peptide binding; also: potency is read from the fitted curve at half-maximal effect; % is scaled to controls: 0 for no effect and ±100 for the full control effect; nearly all actives have a fitted effect of over 60% in size
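Read-out is AlphaScreen signal from streptavidin donor and nickel chelate acceptor beads (10 ug/mL final each) bridging L3MBTL1 (50 nM) and biotinylated K9-monomethylated H3(1-15) peptide (75 nM), after 30 min compound exposure at room temperature.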
Active calls of the source: *; ? = inconclusive; . = no result given; & = joins results of further samples; [ ] = another dose, or the depositor's remark. Calls follow the shape of the dose curve; as a rule, active = well fitted curve in the direction sought with a large enough effect; inconclusive = small, poorly fitted or top-dose-only effect, or another doubt; inactive = no such curve, though single readings can be large; an effect the other way counts as inactive or inconclusive.

Structure | Luc counter | IMPase Li inh | NPSR antag | CBFb RUNX1 block | Epigenetic reg | HTT aggregate | L3MBTL1 block
Cc1cccc(NC(=O)CN2C(=S)NC(C)(C)CC2C)c1C (configuration not stated) | 0% | -1% | 12% | -11% | 0.0% | 6% | 3%
O=C(NNC(=O)c1cc(OCC(F)(F)F)ccc1OCC(F)(F)F)c1ccc(Cl)c(Cl)c1 | 4% | 14% | ? | 12% | 0.0% | ? | 8%
COC(=O)/C(=C\Nc1ccc(Cl)cc1Cl)NC(=O)c1ccccc1 | 11% | -8%[38.3 µM] | -24%[46.1 µM] | -5% | 2.8% | 9% | .
CCCCCOc1ccccc1C(=O)NCC(=O)O | -1% | -7%[38.3 µM] | 1%[46.1 µM] | -2% | -1.6% | -9% | 4%
COC(C[C@@H]1O[C@H]1[C@@H](O)COCc1ccccc1)OC | . | . | 23% | 11% | -3.0% | ? | .
CCCCN(Cc1cc2cc(OC)ccc2[nH]c1=O)C(=O)c1ccco1 | 8% | 4%[38.3 µM] | -17%[46.1 µM] | -4% | -0.6% | -10%[9.22 µM] | .
COc1ccc(N2CCN(c3ncnc4c3[nH]c3ccccc34)CC2)cc1 | -4% | -1%[38.3 µM] | ? | -9% | 0.0% | ? | .
Cc1ccc2[nH]c(=O)c(CN(Cc3ccco3)C(=O)N3CCOCC3)cc2c1 | -5% | -5% | -1% | 5% | 2.3% | -2%[9.22 µM] | -5%
CC1(C)Cc2nc3nc(SCC(=O)NCCc4ccccc4)n(-c4ccccc4)c(=O)c3cc2CO1 | -2% | -9%[38.3 µM] | -13%[46.1 µM] | -11% | 3.5% | ? | 2%
O=S(=O)(N/N=C\c1ccc2c(c1)OCO2)c1ccc(Cl)cc1 | 6% | 10%[38.3 µM] | -2%[46.1 µM] | 2% | -1.2% | 18% | 0%
CCOC(=O)c1csc(NC(=O)CSc2nnnn2-c2ccc3c(c2)OCCO3)n1 | -3% | 5% | 9%[46.1 µM] | 10% | -10% | 8% | -6%
COc1ccc(CCN2CC(C(=O)NCCc3ccc(C)cc3)CC2=O)cc1OC (configuration not stated) | -1% | -6% | 10% | -9% | 1.6%&0.0% | 4% | .
CC1CCCC(NC(=O)CN(C)S(=O)(=O)c2cnc[nH]2)C1C (configuration not stated) | 1% | 0% | 18% | 1% | -1.0% | 10% | .
COc1ccc(NC(=O)CSc2nc(O)c(Cc3ccccc3)c(=O)[nH]2)cc1 | 1% | -2%[38.3 µM] | -8%[46.1 µM] | -6% | -1.7% | 15% | 39%[activator]
C/C(=N\NC(=O)c1cc(-c2ccco2)nc2ccccc12)c1cccnc1 | -15% | 2% | -9% | -18% | 0.0% | 25% | -9%
COCC(=O)N(C)C1(c2nnnn2CCOC(=O)Nc2cccc3ccccc23)CCCC1 | -2% | 12%[38.3 µM] | -5%[46.1 µM] | -7% | -0.8% | -5% | ?
CCOC(=O)c1sc(NC(NC(=O)c2ccco2)(C(=O)OC)C(F)(F)F)nc1C (configuration not stated) | -5% | 11%[38.3 µM] | -18%[46.1 µM] | -3% | -1.1% | -6% | -3%
O=C(NCCNS(=O)(=O)c1ccc(Cl)cc1)c1cc(OCC(F)(F)F)ccc1OCC(F)(F)F | -1% | 6%[38.3 µM] | -4%[46.1 µM] | 3% | 5.7% | -6% | 11%
O=C(NC1CCCCC1)C1Cc2ccccc2CN1S(=O)(=O)c1ccc(F)cc1 (configuration not stated) | 1% | 12% | -11%[46.1 µM] | 3% | -0.8% | -18% | -11%
CC(=O)c1ccc(O)c(CSc2nncn2C)c1 | 2% | -2% | -2% | 4% | 1.6% | 13% | -1%

Overlap with the part before: five entries, followed by the next part.
Structure | Luc counter | IMPase Li inh | NPSR antag | CBFb RUNX1 block | Epigenetic reg | HTT aggregate | L3MBTL1 block
COCC(=O)N(C)C1(c2nnnn2CCOC(=O)Nc2cccc3ccccc23)CCCC1 | -2% | 12%[38.3 µM] | -5%[46.1 µM] | -7% | -0.8% | -5% | ?
CCOC(=O)c1sc(NC(NC(=O)c2ccco2)(C(=O)OC)C(F)(F)F)nc1C (configuration not stated) | -5% | 11%[38.3 µM] | -18%[46.1 µM] | -3% | -1.1% | -6% | -3%
O=C(NCCNS(=O)(=O)c1ccc(Cl)cc1)c1cc(OCC(F)(F)F)ccc1OCC(F)(F)F | -1% | 6%[38.3 µM] | -4%[46.1 µM] | 3% | 5.7% | -6% | 11%
O=C(NC1CCCCC1)C1Cc2ccccc2CN1S(=O)(=O)c1ccc(F)cc1 (configuration not stated) | 1% | 12% | -11%[46.1 µM] | 3% | -0.8% | -18% | -11%
CC(=O)c1ccc(O)c(CSc2nncn2C)c1 | 2% | -2% | -2% | 4% | 1.6% | 13% | -1%
C=CCOC(=O)C1=C(C)NC(SCC(=O)N(CC)CC)=C(C#N)C1c1ccccc1 (configuration not stated) | -4% | 17%[38.3 µM] | -13%[46.1 µM] | 17% | -1.5% | 2% | 13%
CCOc1ccc(Oc2ccc(C(F)(F)F)cc2N)cc1 | -3% | 2% | -18% | 10% | 0.0% | -11% | 33%[activator]
Cc1noc(C)c1N=Nc1ccc(Br)cc1C(=O)O | . | 5% | -6% | -3% | 0.0% | -8% | .
O=C1[C@@H]2[C@H](C(=O)N1O)[C@H]1C=C[C@@H]2C1 | 0% | 19%[38.3 µM] | 28%[46.1 µM] | 6% | 0.9% | -17% | 6%[11.4 µM]
CCOC(=O)c1ccccc1NC(=O)CSc1nc2c(c(=O)n(C)c(=O)n2C)n1C | 0% | 10%[38.3 µM] | 12%[46.1 µM] | 6% | 9.5% | -3% | 3%
O=C1NC(c2cccc([N+](=O)[O-])c2)Oc2ccccc21 (configuration not stated) | 3% | -3% | 19% | -1% | -4.4% | 4% | .
CCCc1nnc(NC(=O)c2cccnc2)s1 | . | . | 11% | 4% | 1.7% | 28%[9.22 µM] | 9%
CCOC(=O)c1nnn(-c2nonc2-n2cccc2)c1CN1CCCCC1 | -2% | 13%[38.3 µM] | ? | 6% | 0.0% | 18% | 7%
O=C(O)c1ccc2c(c1)C(=O)N(c1ccc(Cl)cn1)C2=O | 0% | 10%[38.3 µM] | -10%[46.1 µM] | 4% | -0.8% | -6% | -1%
CCCOC1CCCN(Cc2cn(C)nc2-c2ccccc2F)C1 (configuration not stated) | 4% | 6% | -14% | -2% | 0.0% | 1%[9.22 µM] | ?
COC(=O)COc1cccc(NC(=O)c2ccc(C)cc2)c1 | -12% | -6%[38.3 µM] | -6%[46.1 µM] | 5% | -2.0% | 1% | 0%
FC(F)(F)c1nnc2c(Sc3ccccc3)nc3ccccc3n12 | 5% | -24% | -7%[46.1 µM] | -1% | 0.9% | 0% | 3%
COc1cc(OC)c2c(-c3cccc(-c4ccc(C(F)(F)F)cc4)c3)cc(=O)oc2c1 | 1%[39.9 µM] | 17% | . | 26% | 0.1% | . | -2%
Cc1cc(=O)oc2c(N)c(O)ccc12 | -3% | 27%[38.3 µM] | -21%[46.1 µM] | 3% | 1.3% | 8% | -7%
COCOc1ccc(OC)cc1C(=O)C1O[C@H]1c1ccc(OC)c(Br)c1 (some centres not stated) | -1% | 4% | . | 17% | 4.5% | . | .
CCCCNC(=S)NCc1ccc2[nH]c3c(c2c1)CCCC3 | 2% | 7% | -7% | -17% | -5.2% | -17% | .
O=C(CN1C(=O)CC(c2ccco2)Sc2ccccc21)NCC1CCCO1 (configuration not stated) | -4% | -6%[38.3 µM] | 5%[46.1 µM] | -4% | 0.0% | 6% | -3%
Cc1ccc(Nc2nnc(SCc3cc(=O)n4ccsc4n3)s2)c(C)c1 | -6% | 15%[38.3 µM] | -6%[46.1 µM] | -7% | -0.2% | 3% | -9%
COc1ccc(-c2nnc3ccc(SCC(=O)Nc4nc5ccc(C)cc5s4)nn23)cc1OC | 2% | -9% | -11% | 7% | ? | -6% | -1%
O=C(N/N=C/c1ccncc1)c1ccc(OCc2ccccc2)cc1 | . | . | -31% | -2% | -1.6% | 2%[9.22 µM] | -2%
CCN(CC)C(=O)Cn1cnc2sc(C(=O)Nc3cc(OC)c(OC)c(OC)c3)c(C)c2c1=O | -4% | -10%[38.3 µM] | -6%[46.1 µM] | 6% | -0.7% | 9% | .
CCC(=O)c1ccccc1OCCCn1cncn1 | -4% | 14%[38.3 µM] | 2%[46.1 µM] | 7% | 0.0% | 6% | 5%[11.4 µM]
CC(=O)Nc1ccc(S(=O)(=O)n2cnc3ccccc32)cc1 | -4% | 9%[38.3 µM] | -3%[46.1 µM] | 4% | 1.0% | -20% | .
N#CCCSc1ccccc1NC(=O)c1ccc(S(=O)(=O)N2CCCC2)cc1 | -3% | 24%[38.3 µM] | -10%[46.1 µM] | 1% | -0.9% | 9% | -3%
Cc1cc(NC(=O)c2noc3c2CCCCC3)no1 | 1% | -6%[38.3 µM] | 4%[46.1 µM] | 3% | -1.0% | 9% | -1%
CCOc1cc(/C=N/NC(=O)CSc2nncn2C)ccc1OCc1cccc(C)c1 | 1% | 35%[activator] | 6% | 0% | -1.0% | -9% | -3%
COc1ccc(CN2CC(C(=O)NCCc3ccccc3)CC2=O)cc1 (configuration not stated) | -3% | 3%[38.3 µM] | -4%[46.1 µM] | 4% | -0.2% | 1% | 5%
CCc1ccccc1NC(=O)Nc1ccc2c(c1)OCO2 | ? | -7% | 0% | -6% | 1.9% | 22%[9.22 µM] | -20%
O=C(/C=C/c1ccco1)NC(=S)Nc1nc(-c2ccc(Cl)cc2)cs1 | . | . | 3.2µM* | -3% | 0.0% | ? | 0%
COc1ccc(-c2cc(C(F)(F)F)c(C#N)c(SCC(=O)Nc3ccc(C)cc3)n2)cc1 | -3% | 5%[38.3 µM] | 27%[46.1 µM] | 11% | 4.7% | 16% | .

Random excerpt: 3 records from the list.
Structure | Luc counter | IMPase Li inh | NPSR antag | CBFb RUNX1 block | Epigenetic reg | HTT aggregate | L3MBTL1 block
CCC(=O)c1ccccc1OCCCn1cncn1 | -4% | 14%[38.3 µM] | 2%[46.1 µM] | 7% | 0.0% | 6% | 5%[11.4 µM]
O=C(/C=C/c1ccco1)NC(=S)Nc1nc(-c2ccc(Cl)cc2)cs1 | . | . | 3.2µM* | -3% | 0.0% | ? | 0%
CCc1ccccc1NC(=O)Nc1ccc2c(c1)OCO2 | ? | -7% | 0% | -6% | 1.9% | 22%[9.22 µM] | -20%

Compound activity (PubChem)

This is a subset. The share of hits here may be higher or lower than overall.
